Lipid storage S3 = qHTS Assay for Lipid Storage Modulators in Drosophila S3 Cells. Drosophila S3 cells, BODIPY lipid droplet fluorescence, 18-24 h; cells fed with added oleic acid. Potency in µM for hits, for the others lipid storage change, negative = inhibition, % at the top dose, mostly 46.1 µM. 320,000 compounds, 0.64% hits. AID 2685; active = well fitted inhibition curve with a large enough effect in the signal ratio, with a control signal flat, not every such curve was filed as active; inconclusive = small, poorly fitted or top-dose-only effect, or effect the other way, or a change in a side signal; the % refers to the signal ratio
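Laser-scanning cytometry quantifies lipid droplet accumulation (500–530 nm total intensity; droplet/cell object ratio) in oleic acid-fed (400 uM added) Drosophila S3 cells treated with a concentration series. 20 uM Triacsin C defined 100% inhibition.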
Lipid storage S3 cell count max = further read-out of Lipid storage S3, marked with its call; cell number change, %; measured here: cell count max response;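 cells counted by Cell Tracker Red CMTPX staining in the red channel; peak over a dose series mostly up to 46.1 µM; percent activity relative to internal control wells on each plate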
The depositor's hits bear a star; i = inactive; ? = inconclusive; / = no result given; & = joins results of further samples. % is set by controls: 0 for no effect and ±100 for the full control effect; potency is the fitted concentration of half-maximal effect. Some of the compounds tested; rates above refer to the full screens.

1	Cc1nc2cc([N+](=O)[O-])ccc2c(=O)n1-c1ccc(Br)cc1
2	O=C1CNC(c2ccccc2Cl)c2cc(Br)ccc2N1 (stereo unspecified)
3	Cc1c(C(=O)N2CCC3(CC2)OCCO3)sc2ncnc(N3CCc4ccccc4C3)c12
4	C=C(C)CN1CC[C@]23c4c5ccc(O)c4O[C@H]2c2[nH]c4ccccc4c2C[C@@]3(O)C1C5
5	Cn1cc(C(=O)N2CCOCC2)c2ccccc21
entry no.,1,2,3,4,5
Lipid storage S3,i,-16%,9%,?,?
Lipid storage S3 cell count max,-7,-20,-9,/,/

Structural class, those above containing a halogen
1	Cc1nc2cc([N+](=O)[O-])ccc2c(=O)n1-c1ccc(Br)cc1
2	O=C1CNC(c2ccccc2Cl)c2cc(Br)ccc2N1 (stereo unspecified)
entry no.,1,2
Lipid storage S3,i,-16%
Lipid storage S3 cell count max,-7,-20

One compound at a time, as listed above.
`Cc1c(C(=O)N2CCC3(CC2)OCCO3)sc2ncnc(N3CCc4ccccc4C3)c12` across the screens: Lipid storage S3: 9%; Lipid storage S3 cell count max: -9
`Cc1nc2cc([N+](=O)[O-])ccc2c(=O)n1-c1ccc(Br)cc1` across the screens: Lipid storage S3: i; Lipid storage S3 cell count max: -7

Additional compounds:
6	CC(C)(C)c1ccccc1O
7	CCC(CC)C(=O)NC1CCSC1=O (stereo unspecified)
8	CC(C)OC(=O)c1c(N)n(Cc2ccco2)c2nc3ccccc3nc12
9	C=CCN1C(=O)NC(=O)C(Cc2ccc(OC)c(OC)c2)C1=O (stereo unspecified)
10	CC(C)OCCCNC(=O)c1c(N)n(CC2CCCO2)c2nc3ccccc3nc12 (stereo unspecified)
entry no.,6,7,8,9,10
Lipid storage S3,9%,17%,?,?,?
Lipid storage S3 cell count max,3,/,/,/,/

11	CN(C)C(=O)Oc1ccc(Cl)c2ccccc12
12	CCOc1cc(C2NCc3ccccc3-n3cccc32)ccc1O (stereo unspecified)
13	OC(CN1CC=C(c2ccccc2)CC1)c1ccccc1 (stereo unspecified)
14	CC1(C)CN=C(Nc2ccc(F)c(F)c2)S1
15	CC(C)CC(NS(=O)(=O)c1ccc2c(c1)oc(=O)n2C)C(=O)N1CC=C(c2ccccc2)CC1 (stereo unspecified)
entry no.,11,12,13,14,15
Lipid storage S3,i,4%,?,?,?
Lipid storage S3 cell count max,3,-10,/,/,/

16	O=C(c1ccc(Br)cc1)C12CN3CN(CN(C3)C1)C2
17	O=C(Oc1ccc2ccc(OC(=O)N3CCCCCC3)cc2c1)N1CCCCCC1
18	CC(C)CCC1(CN2CCCC2=O)C(=O)NC(=O)NC1=O
19	COc1cc2[nH]c(=O)n(-c3ccccc3)c(=O)c2cc1OC
20	OCCN1CCN(CCCN2c3ccccc3Sc3ccc(C(F)(F)F)cc32)CC1
entry no.,16,17,18,19,20
Lipid storage S3,2%,?,?,21%,?
Lipid storage S3 cell count max,8,/,/,9,/

21	COC(=O)C1=C(c2ccc3ccccc3c2)C[C@@H]2CC[C@H]1N2C(=O)NCc1ccco1
22	OC1/C(=C/c2ccc(Cl)cc2Cl)N2CCC1CC2 (stereo unspecified)
23	CC(C)Nc1nc(Cl)nc(NC(C)C)n1
24	Cc1cc(C)n2nc(SCC(=O)N3CCC4(CC3)OCCO4)nc2n1
25	CN1CCN(/N=C/c2c[nH]c3ccccc23)CC1
entry no.,21,22,23,24,25
Lipid storage S3,i,1%,3%,?,-8%
Lipid storage S3 cell count max,-4,3,-4,/,13

26	O=C1c2ccccc2C(=O)N1Cc1nc2ccccc2c(=O)n1-c1ccccn1
27	C=CCN1C(=O)NC(=O)/C(=C/c2ccc(OCC(=O)Nc3ccc(C)cc3)cc2)C1=O
28	CCCCn1c(O)c(C=Nc2c(C)n(C)n(-c3ccccc3)c2=O)c(=O)[nH]c1=O
29	CN1CCC[C@H]1c1cccnc1
30	COCCOC(=O)c1c(N)n(Cc2ccc(OC)cc2)c2nc3ccccc3nc12
entry no.,26,27,28,29,30
Lipid storage S3,?,?,?,?,?
Lipid storage S3 cell count max,/,/,/,-16,/

31	CCN(CC)CCN=Cc1c(O)n(CCC2=CCCCC2)c(=O)[nH]c1=O
32	CN(C)C(=O)Oc1ccc2ccccc2c1Cl
33	CCCCCCCCC(=O)NCc1ccc(O)c(OC)c1
34	CCOC(=O)C1=C(N)OC2=C(C(=O)CCC2)C12C(=O)N1c3c(ccc(C)c32)C(C)=CC1(C)C (stereo unspecified)
35	COC(=O)C1=C(c2ccc(-c3ccccc3)c(F)c2)C[C@@H]2CC[C@H]1N2C(=O)NCc1cc(C)oc1C(F)(F)F
entry no.,31,32,33,34,35
Lipid storage S3,23µM*,?,?,-4%,?
Lipid storage S3 cell count max,11*,/,/,-9,/

36	Nc1ccc([As](=O)(O)O)cc1
37	CC(=O)OCC[N+](C)(C)C
38	CCc1ccc(OCC(=O)N2CCN(CC(=O)Nc3ccccc3Cl)CC2)cc1
39	O=C(N/N=C/c1c(O)n(CCC2=CCCCC2)c(=O)[nH]c1=O)c1ccccc1
40	CCc1c(C)nc(N)nc1N1N=C1SC(C(C)=O)C(C)=O
entry no.,36,37,38,39,40
Lipid storage S3,14%,-12%&2%&-1%,?,15%,-15%
Lipid storage S3 cell count max,-4,16&-14&-14,/,3,-1

41	O=c1[nH]c(=S)n(C2CC2)c(O)c1C=NCCc1ccccc1
42	CSc1ccc(CNC(C)C(O)c2ccccc2)cc1 (stereo unspecified)
43	O=C1OCc2cc(N=Nc3c(O)[nH]c(=O)[nH]c3=O)ccc21
44	CCN1CC2([N+](=O)[O-])CC=C(Cl)C([N+](=O)[O-])(C1)C2 (stereo unspecified)
45	O=C1NC(c2cc3ccccc3nc2Cl)Nc2ccccc21 (stereo unspecified)
entry no.,41,42,43,44,45
Lipid storage S3,12%,?,-7%,-1%,1%
Lipid storage S3 cell count max,1,/,5,-6,6

46	CCNc1ccc(P(=S)(N(C)C)N(C)C)cc1
47	COc1ccc(OC)c(NC(=O)N2C[C@H]3C[C@@H](C2)c2cccc(=O)n2C3)c1
48	Fc1ccc(Cn2nnnc2C(c2ccc(F)cc2)N2CC=C(c3ccc(F)cc3)CC2)cc1 (stereo unspecified)
49	O=C1CC(=O)N(c2cccc(C(F)(F)F)c2)C(=O)N1
50	Cc1cccc(NC(=O)N2C[C@H]3C[C@@H](C2)c2cccc(=O)n2C3)c1
entry no.,46,47,48,49,50
Lipid storage S3,i,i,?,i,2%
Lipid storage S3 cell count max,/,18,/,-10,9

Rewritten as labelled records: 3 of the compounds above.
(50) Cc1cccc(NC(=O)N2C[C@H]3C[C@@H](C2)c2cccc(=O)n2C3)c1
  Lipid storage S3: 2%
  Lipid storage S3 cell count max: 9

(48) Fc1ccc(Cn2nnnc2C(c2ccc(F)cc2)N2CC=C(c3ccc(F)cc3)CC2)cc1 (stereo unspecified)
  Lipid storage S3: ?
  Lipid storage S3 cell count max: /

(47) COc1ccc(OC)c(NC(=O)N2C[C@H]3C[C@@H](C2)c2cccc(=O)n2C3)c1
  Lipid storage S3: i
  Lipid storage S3 cell count max: 18

(listing goes on)
51	Cc1ccsc1C(=O)C1CCCN(Cc2cnc(N(C)C)s2)C1 (stereo unspecified)
52	O=C(Nc1nccs1)c1c(O)c2c(n(Cc3ccco3)c1=O)CCCC2
53	O=[N+]([O-])c1ccc(C2C3C(c4ccccc4)=NC4(CCCCC4)N32)cc1 (stereo unspecified)
54	C=C1C2C[C@@]3([C@@H]1O)[C@@H](C[C@@H]2O)[C@@]12C4[C@@H]3C[C@@H]1[C@@](C)(CC[C@@H]2O)CN4CC
55	CN1CCN(c2ccc(/C=C3\C(=O)NC(=S)N(c4cccc(Br)c4)C3=O)o2)CC1
entry no.,51,52,53,54,55
Lipid storage S3,24%,3%,8%,6%,-1%
Lipid storage S3 cell count max,0,-4,/,/,-3

56	C[C@H]1OC[C@@H](C[N+](C)(C)C)O1
57	CC1(C)CC(=O)C(C=NCCN2CCN(C(=O)Cc3ccccc3)CC2)=C(O)C1
58	CCCCCn1c(N)c(C(=O)NCCN2CCOCC2)c2nc3ccccc3nc21
59	COC(=O)C1=C(c2ccc(-c3ccccc3)c(F)c2)C[C@@H]2CC[C@H]1N2C(=O)N1CCCCC1
60	COc1cc(OC)c(OC)cc1CN1CCN(C(=O)Cc2ccccc2)CC1
entry no.,56,57,58,59,60
Lipid storage S3,0%,i,?,?,?
Lipid storage S3 cell count max,-16,/,/,/,/

61	O=CC(Cl)P(=O)(N1CCOCC1)N1CCOCC1 (stereo unspecified)
62	c1cc(CCN2CCCC2)ccn1
63	COc1cccc(N2C(=O)NC(=O)/C(=C/c3ccc4c5c(cccc35)CC4)C2=O)c1
64	Cc1c(-c2cccc(Cl)c2)nc2ccccc2c1C(=O)N1CCC2(CC1)OCCO2
65	FC(F)(F)c1ccc2c(c1)NP(=S)(N1CCOCC1)c1nccn1-2 (stereo unspecified)
entry no.,61,62,63,64,65
Lipid storage S3,-8%,8%,-6%,?,?
Lipid storage S3 cell count max,14,10,-19,/,/

66	CCN1CCC(NCC2CCCCC2)CC1
67	COc1ccc(Cn2c(=O)oc3ccc(C)cc32)cc1OC
68	COc1ccc2c(c1O)[C@]13CCN(C)[C@H](C2)[C@@H]1CCC(=O)C3
69	CCN1CCN(c2ccc(N)cc2C)CC1
70	COC(=O)C1=C(c2ccc(OC(F)(F)F)cc2)C[C@@H]2CC[C@H]1N2C(=O)N1CCC(O)CC1
entry no.,66,67,68,69,70
Lipid storage S3,i,?,5%,?,?
Lipid storage S3 cell count max,-21,/,2,/,/

71	Cc1ccc(OCCn2cccc2/C=C2/C(=O)NC(=O)N(Cc3ccco3)C2=O)cc1
72	O=C(Cn1c2c(c(-c3ccccc3Cl)cc1=O)CCC2)N1CCC2(CC1)OCCO2
73	COC(=O)C1=C(c2cccc(OCc3ccccc3)c2)C[C@@H]2CC[C@H]1N2C(=O)NCCN1CCOCC1
74	CCC1C2Cn3c(nc4ccccc43)C1N(C)O2 (stereo unspecified)
75	Cc1cc(OC(C)C(=O)NCc2ccncc2)c2c3c(c(=O)oc2c1)CCCC3 (stereo unspecified)
entry no.,71,72,73,74,75
Lipid storage S3,?,?,8%,3%,?
Lipid storage S3 cell count max,/,/,-5,/,/

76	N#CC(C#N)=Cc1ccc(-c2ccccc2)o1
77	CC(C(=O)c1c[nH]c2ccccc12)N1CCc2ccccc2C1 (stereo unspecified)
78	Fc1cccc(CNCCc2c[nH]c3ccccc23)c1
79	Cn1c(O)c(C=NC2CCN(Cc3ccccc3)CC2)c(=O)n(C)c1=O
80	Cc1[nH]c2c(C(F)(F)F)cccc2c1CCN
entry no.,76,77,78,79,80
Lipid storage S3,?,13%,?,11%,?
Lipid storage S3 cell count max,/,-10,/,1,/

81	CCC(=NCc1ccco1)c1c(O)[nH]c(=O)[nH]c1=O
82	CCOC(=O)C1=C(C)OC(N)=C(C(=O)OC)C12C(=O)Nc1ccc(Br)cc12 (stereo unspecified)
83	COc1ccc(/C=C/C2=CCN(C)CC2)cc1
84	CCCCCCN1CCN(c2ccc(Cl)cc2)CC1
85	O=c1[nH]c(=S)n(C2CC2)c(O)c1C=Nc1ccc2c(c1)OCO2
entry no.,81,82,83,84,85
Lipid storage S3,?,12%,18%,?,?
Lipid storage S3 cell count max,/,-11,4,/,/

86	CCc1ccc(C(=O)C23CN4CN(CN(C4)C2)C3)cc1
87	CCN1CCN(Cc2ccc(C)cc2C)CC1
88	O=c1[nH]c(=S)n(C2CC2)c(O)c1C=NCC1CCCO1 (stereo unspecified)
89	Cn1c(O)c(C(=O)c2ccccc2)c(=O)n(C)c1=O
90	Cc1cccc(C)c1NC(=O)CN(C)CC(=O)Nc1ccc(C#N)c(Cl)c1
entry no.,86,87,88,89,90
Lipid storage S3,-5%,-4%,-15%,?,-16%
Lipid storage S3 cell count max,-22,-2,-2,/,-15

91	C[C@H]1CCC[C@@H](O)CCC/C=C/c2cc(O)cc(O)c2C(=O)O1
92	CN(C)C(=O)Oc1ccnc2cc(Cl)ccc12
93	CCOC(=O)C1C(=O)NC2(C)CC1c1cc(OC)ccc1O2 (stereo unspecified)
94	Cc1ccnc(-n2c(C)cc(C=C3C(=O)N(C)C(=S)N(C)C3=O)c2C)c1
95	ON1C2CCCCC2N(O)C1c1ccccc1F (stereo unspecified)
entry no.,91,92,93,94,95
Lipid storage S3,4%,-7%,?,?,11%
Lipid storage S3 cell count max,-2,3,/,/,-7

96	COC1=CCC2([N+](=O)[O-])CN(C)CC1([N+](=O)[O-])C2 (stereo unspecified)
97	Clc1ccc(C[n+]2c(-c3ccccc3)cc(-c3ccccc3)cc2-c2ccccc2)cc1
98	O=C(C(=O)N1CCOCC1)c1cn(Cc2c(F)cccc2Cl)c2ccccc12
99	c1ccc(C2=NP(N3CCOCC3)(N3CCOCC3)=NC(N3CCOCC3)=N2)cc1
100	CCN(CC)CCNCc1nc2ccccc2c(=O)n1-c1ccc(F)cc1
101	C=CCn1c(O)c(C=Nc2ccc(F)cc2)c(=O)[nH]c1=O
entry no.,96,97,98,99,100,101
Lipid storage S3,0%,?,-5%,?,?,i
Lipid storage S3 cell count max,-6,/,-14,/,/,14

Compound activity as filed in PubChem.
